High-throughput results deposited in PubChem by several laboratories.
SV40 large T antigen: SV40 large T antigen inhibitors, biochemical (AID 1903); SV40 large T antigen ATPase/helicase inhibition assay; higher % means a stronger effect; inhibition, % at 20 µM, or IC50 in µM where a hit was titrated; 0.39% of 310,000 active; in the data active means a potency from the dose series; inconclusive means inhibition mostly from about 32% at the one dose, without a potency; inactive means the rest, 99 in 100 with inhibition below about 32%; further: strong numbers were not always called active
RSV antiviral HEp-2: RSV antiviral activity via CPE protection, HEp-2 cells, primary 10 µM value included (AID 2391) | HEp-2 cells, RSV-induced CPE inhibition; higher % means a stronger effect | CPE inhibition, % at 10 µM, or IC50 in µM where a hit was titrated | 0.13% of 310,000 active; in the data active means a potency from the dose series; inconclusive means CPE inhibition mostly from about 23% at the one dose, without a potency; inactive means the rest, 99 in 100 with CPE inhibition below about 21%; further: strong numbers were not always called active
Dengue-2 NS5 capping: Dengue-2 NS5 methyltransferase inhibitors, primary screen, biochemical, confirmation dose response (AID 588689); Genome polyprotein (Dengue virus type 2 (strain 16681-PDK53)); Dengue-2 NS5 methyltransferase capping enzyme assay, biochemical; higher % means a stronger effect; one-dose inhibition, % at 25 µM; IC50 in µM for titrated hits; 0.3% of 340,000 active; in the data active means a potency from the dose series; inconclusive means inhibition above about 29% without an active follow-up result
West Nile antiviral: West Nile virus antiviral activity, cell-based, CPE readout (AID 1621); West Nile virus-infected cells, CPE inhibition; higher % means a stronger effect; one-dose CPE inhibition, % at 10 µM; IC50 in µM for titrated hits; 0.02% of 290,000 active; in the data active means a potency from the dose series; inconclusive means CPE inhibition mostly from about 3.7% at the one dose, without a potency; inactive means the rest, 99 in 100 with CPE inhibition below about 2.2%; further: strong numbers were not always called active
WT yeast gro inh: growth inhibition of WT strain, primary screen, mitochondrial fusion inhibitor project, WT and mutant strains, chemical genetic | mitochondrial fusion phenotypic screen | inhibition, % at 10 µM | 2.1% of 190,000 active; in the data active means inhibition above about 58%; tested in S. cerevisiae
ER stress rescue: rescue of cells from ER stress-induced death, primary screen, 384-well, CSM14.1, thapsigargin, ATP luminescence (AID 1222); cellular ATP content (survival), % at 20 µM; hits with a dose series show EC50 in µM; CSM14.1 thapsigargin-induced death rescue, ATP luminescence; higher % means a stronger effect; 190,000 tested, under 10 active;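 active means EC50 below 50 µM in the dose-response confirmation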;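 further: death triggered by thapsigargin at about 15 µM added after 2 h compound pretreatment; cell ATP read after overnight thapsigargin exposure of roughly 18 to 22 hours; normalized against plate controls of thapsigargin alone and 5% DMSO vehicle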
UTI89 phage lysis: inhibition of K1F phage lysis, E. coli UTI89, bacterial capsule biogenesis inhibitors, alamar blue (AID 488966). E. coli UTI89 K1F phage lysis, alamar blue, 2 h; higher % means a stronger effect. one-dose inhibition, % at 100 µM; IC50 in µM for titrated hits. 0.02% of 340,000 active;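 active means phage lysis inhibition, versus mean bacterial control, above a set limit; inconclusive means no clear call, values can overlap the other calls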;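 further: capsule biogenesis inhibitors block K1F phage lysis so surviving cells raise fluorescence; higher fluorescence means more inhibition of phage lysis; actives were called in the ten point dose series up to 300 µM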
XIAP antagonists: XIAP antagonists, biochemical, IAP family, fluorescence polarization (AID 1018); E3 ubiquitin-protein ligase XIAP (Homo sapiens); XIAP BIR domain, fluorescence polarization peptide displacement; higher % means a stronger effect; displacement, % at 20 µM; hits with a dose series show IC50 in µM; 0.007% of 200,000 active; in the data active means displacement above about 50%; further: a part of the inactive calls stands beside numbers as strong as those of hits
Yfh1-off respiration: enhancers of respiration in Yfh1-depleted yeast, dose response, Friedreich's ataxia, plus single-dose screen (AID 1465) | S. cerevisiae Yfh1-off respiration, WST-1 reduction, 72 h; higher fold induction means a stronger effect | fold induction at 50 µM, or EC50 in µM where a hit was titrated | 0.074% of 220,000 active;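 active means fold induction of absorbance versus untreated yeast above a set limit, then at least 30% activation at any dose in follow-up; inconclusive means repeats straddling the limit, or above it without dose testing; inactive means fold induction below the set limit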;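 further: activators that raise dye reduction in frataxin-depleted yeast; strong numbers were not always called active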
WT yeast gro inh mutant strain: further read-out of WT yeast gro inh, marked with its call; inhibition, %; mitochondrial fusion phenotypic screen, mutant strain inhibition
Starred values were filed as active, the others as inactive; i = inactive; ? = inconclusive; . = no result given; & = joins results of further samples; [ ] = remark or other dose.

SMILES	SV40 large T antigen	RSV antiviral HEp-2	Dengue-2 NS5 capping	West Nile antiviral	WT yeast gro inh	WT yeast gro inh mutant strain	ER stress rescue	UTI89 phage lysis	XIAP antagonists	Yfh1-off respiration
O=S(=O)(/C=C/c1ccccc1)N1CCN(c2cccc(Cl)c2)CC1	3%	0.9%	-12%	0.1%	6	0	0.2%	0.6%	-3.7%	i
CCO[C@H]1OC(C(=O)NCc2nc3ccccc3[nH]2)=C[C@@H](c2csc3ccccc23)[C@@H]1CCCO	6%	13%	-14%	-0.2%	3	8	1.1%	0.7%	-5.8%	i
COc1ccc(CCNC(=O)C2CCN(S(C)(=O)=O)CC2)cc1	7%	-0.3%	-1%	0.2%	-18	-4	-0.8%	-1.8%	-7.0%	i
NC(=O)C[C@@H]1N[C@]2(C(=O)Nc3ccccc32)[C@@H]2C(=O)N(c3cc(C(F)(F)F)ccc3Cl)C(=O)[C@H]12	1%	2.3%	-6%	0.0%	3	4	-0.4%	0.0%	-3.0%	i
CN(C(=O)COC(=O)c1nc(-c2ccccc2)n(-c2ccccc2)n1)C1CCS(=O)(=O)C1 (stereo not drawn)	3%	0.1%	3%	0.7%	-10	-6	-2.7%	-0.5%	-1.9%	i
Cc1[nH]c(=O)c(C#N)c(C)c1CSc1ncccn1	9%	?	-15%	.	.	.	.	1.1%	.	.
CCOc1ccc(NC(=O)Cc2nnc(SCC(=O)N3CCOCC3)n2C)cc1	20%	4.7%	-3%	0.1%	.	.	.	0.0%	.	.
Cc1ccc(C)c(S(=O)(=O)Nc2ccc3[nH]c(=O)[nH]c3c2)c1	5%	1.2%	3%	0.4%	.	.	.	0.0%	.	.
O=c1[nH]c2ccc(S(=O)(=O)N3CCN(c4ccccc4)CC3)cc2[nH]c1=O	-1%	-1.6%	-3%	-0.4%	-4	12	-0.1%	-1.1%	-4.5%	i
Cc1cc(C(=O)Nc2ccccc2C)c2ccccc2n1	-5%	-1.5%	4%	-0.2%	.	.	.	0.7%	.	.
Cc1cc([N+](=O)[O-])ccc1NC(=O)CSc1nncn1-c1cccnc1	3%	0.7%	-8%	-0.7%	.	.	.	0.4%	.	.
COc1ccc(C(=O)N2CCC(c3ccccc3)CC2)c(OC)c1OC	4%	3.4%	-6%	-1.3%	-4	-35	.	1.9%	-1.9%	i
O=C(O)c1ccc(Cl)c2c1C1C=CCC1C(c1ccccn1)N2 (stereo not drawn)	54%	2.5%	.	0.3%	14	14	0.0%	.	-7.0%	i
CCOC(=O)N1CCN(C(=O)c2ccc3c(c2)ncn3C2CCCC2)CC1	5%	-2.0%	2%	0.0%	7	-3	-1.9%	-0.1%	-4.0%	i
Cc1ccc(-n2nnnc2-c2nc3ccccc3s2)cc1	10%	1.2%	-1%	-0.3%	3	-27	-1.9%	2.0%	-2.0%	i
Cn1nnnc1NC(=O)c1ccccc1Cl	12%	1.7%	-1%	-0.3%	.	.	.	0.3%	.	.
CCn1c(COc2ccccc2OC)nnc1SCC(=O)NC1CCCC1	-1%	0.1%	-8%	-0.2%	.	.	.	-0.4%	.	.
CCc1c(C)nc(Nc2nc(C)c3ccc(OC)cc3n2)[nH]c1=O	-5%	1.2%	-7%	1.2%	62*	37*	2.3%	1.5%[50 µM]	-0.4%	i
O=C(NCCC1CCCCN1S(=O)(=O)c1ccc(F)cc1)C(=O)NCC1CCCO1 (stereo not drawn)	12%	-1.7%	-7%	.	.	.	.	0.9%[50 µM]	.	.
Cc1ccc(NCc2nnc(SCC(=O)N3CCCCC3)n2CC2CCCO2)c(C)c1 (stereo not drawn)	.	1.2%	-5%	-0.5%	.	.	.	0.1%	.	i
COCCNC(=O)C1CC(=O)N(CCc2ccccc2)C1 (stereo not drawn)	7%	3.8%	-2%	0.1%	0	19	-0.9%	-0.7%	-0.6%	i
COc1ccc(C)cc1NS(=O)(=O)c1ccc2c(c1)N(C)CCO2	5%	6.4%	7%	-0.7%	.	.	.	0.3%	.	.
O=C(Nc1ccccc1)Nc1cccn(Cc2c(F)cccc2Cl)c1=O	3%	1.6%	-2%	-1.8%	23	-10	0.3%	-0.7%	-7.9%	i
CC(C)(C)c1nnc(NC(=S)Nc2ccccc2)s1	6%	2.1%	.	-0.8%	43	16	-1.3%	0.9%	-8.2%	i
Cc1cccc(C)c1NC(=O)CN(C)c1ccc(C(F)(F)F)cn1	11%	0.7%	-9%	-1.5%	-20	-14	0.4%	0.0%	-6.6%	i
Cc1cccc(CC(=O)N2CCC(n3nccc3NC(=O)C3CC3)CC2)c1	8%	2.4%	1%	-0.6%	.	.	.	0.3%	.	.
COc1ccc(Nc2ccc(N3C(=O)CCCC3=O)cc2[N+](=O)[O-])cc1OC	7%	0.9%	-4%	0.1%	-1	-4	4.7%	7.4%	-0.3%	i
CC1(C)N=c2ccc([N+](=O)[O-])c(N)c2=[N+]1[O-]	14%	0.5%	2%	0.2%	.	.	.	0.4%	.	i
O=C(NC1CCN(Cc2ccccc2)CC1)c1ccc(Cl)cc1Cl	6%	-0.8%	0%	-0.9%	.	.	.	1.6%	.	.
N/C(=N\OC(=O)c1ccc([N+](=O)[O-])cc1)c1cccnc1	14%	3.0%	1%	0.0%	-2	0	-1.1%	-1.7%	-2.2%	i

Exported as labelled records: three of the compounds above.
COc1ccc(C)cc1NS(=O)(=O)c1ccc2c(c1)N(C)CCO2
  SV40 large T antigen: 5% | RSV antiviral HEp-2: 6.4% | Dengue-2 NS5 capping: 7% | West Nile antiviral: -0.7% | WT yeast gro inh: . | WT yeast gro inh mutant strain: . | ER stress rescue: . | UTI89 phage lysis: 0.3% | XIAP antagonists: . | Yfh1-off respiration: .

O=C(Nc1ccccc1)Nc1cccn(Cc2c(F)cccc2Cl)c1=O
  SV40 large T antigen: 3% | RSV antiviral HEp-2: 1.6% | Dengue-2 NS5 capping: -2% | West Nile antiviral: -1.8% | WT yeast gro inh: 23 | WT yeast gro inh mutant strain: -10 | ER stress rescue: 0.3% | UTI89 phage lysis: -0.7% | XIAP antagonists: -7.9% | Yfh1-off respiration: i

CC(C)(C)c1nnc(NC(=S)Nc2ccccc2)s1
  SV40 large T antigen: 6% | RSV antiviral HEp-2: 2.1% | Dengue-2 NS5 capping: . | West Nile antiviral: -0.8% | WT yeast gro inh: 43 | WT yeast gro inh mutant strain: 16 | ER stress rescue: -1.3% | UTI89 phage lysis: 0.9% | XIAP antagonists: -8.2% | Yfh1-off respiration: i

Further compounds follow.
SMILES	SV40 large T antigen	RSV antiviral HEp-2	Dengue-2 NS5 capping	West Nile antiviral	WT yeast gro inh	WT yeast gro inh mutant strain	ER stress rescue	UTI89 phage lysis	XIAP antagonists	Yfh1-off respiration
COc1ccc(CCC(=O)NCC23CC4CC(CC(C4)C2)C3)cc1	-5%	-0.7%	-3%	-0.3%	.	.	.	-0.1%	.	.
CCOc1ccc(CCNC(=O)c2cc(-c3ccccc3)c(N3CCOCC3)s2)cc1OCC	100%	21%	4%	1.1%	.	.	.	0.9%	.	.
O=C(Nc1nc(-c2cccs2)cs1)c1ccco1	4%	11%	-6%	-1.3%	10	-13	-1.3%	0.0%	-4.3%	i
CC(=O)Nc1nc(-c2ccc3c(c2)OCO3)cs1	13%	-0.2%	4%	0.2%	.	.	.	1.3%	.	i
COC(=O)c1ccccc1N(C)C(=O)C12CCC(C)(C(=O)O1)C2(C)C (stereo not drawn)	10%	1.5%	-9%	0.1%	17	24	2.5%	0.4%	-1.6%	i
CC(=O)Nc1sc(N/N=C/c2ccccc2F)nc1-c1ccc(C)cc1	10%	1.0%	2%	-1.0%	.	.	.	0.2%	.	i
CCC(=O)Nc1ccc(N2CCOCC2)c(S(=O)(=O)Nc2ccc(OC)cc2)c1	-1%	0.3%	-2%	-0.5%	-1	11	-1.2%	0.1%	-7.8%	i
CCOC(=O)C1=C(C)NC(SCC(=O)OC)=C(C#N)C1c1ccc(C(=O)OC)cc1 (stereo not drawn)	3%	3.4%	2%&-10%	1.0%	-9	-9	4.8%	-1.6%&-0.2%	-1.5%	i
CCCn1nnc(NC(=O)c2cccc(OCC(C)C)c2)n1	5%	0.8%	0%	-1.2%	13	23	-3.0%	-1.2%	0.0%	i
CCOC(=O)Cn1c(=NC(=O)c2cccs2)sc2cc(C(=O)OC)ccc21	2%	1.1%	-1%	-0.2%	5	-2	-3.1%	3.3%	-42%	i
COc1ccccc1C(=O)O/N=C(/C)c1ccc(N2C(=O)C3CCCCC3C2=O)cc1 (stereo not drawn)	9%	2.2%	0%	0.2%	14	-17	-2.2%	9.0%	-2.1%	i
Cc1cccc(C)c1OCc1cc(C(=O)N2CCC(c3ccccc3)CC2)no1	1%	21%	-2%	-0.9%	.	.	.	-0.6%[50 µM]	.	.
COCc1ccc(CN2CCc3c([nH]c4ccccc34)C2CC(C)C)o1 (stereo not drawn)	7%	1.7%	-8%	-0.9%	6	0	0.0%	0.0%	4.0%	i
COc1ccc(C(=O)CSc2nnc(CNC(=O)c3ccco3)n2C)cc1OC	6%	0.1%	-2%	-0.3%	.	.	.	0.0%	.	.
CCCCCCNC(=O)c1ncn[nH]1	12%	-0.7%	8%	0.6%	.	.	.	-2.6%	.	i
O=C(CCNC(=O)c1ccc([N+](=O)[O-])cc1)Nc1ccc(F)cc1F	0%	0.3%	-7%	-0.8%	.	.	.	-1.7%[50 µM]	.	.
O=C(Cn1nnc(-c2ccccc2)n1)NNC(=O)c1ccco1	24%	-1.9%	-1%	-0.7%	-9	-5	-0.8%	0.3%	-4.7%	i
COc1ccc(S(=O)(=O)Nc2c(C(=O)O)[nH]c3ccc(OC)cc23)cc1	11%	1.2%	4%	0.2%	.	.	.	0.8%	.	.
COc1ccc(S(=O)(=O)N2CCCCCC2)cc1NC(=O)CN1C(=O)NC(C)(c2ccccc2)C1=O (stereo not drawn)	16%	11%	-1%	.	.	.	.	0.1%[50 µM]	.	.
CN1CCN(C(=O)c2cc(COc3ccccc3)on2)[C@@H](c2ccccc2)C1	6%	0.8%	3%	-0.3%	.	.	.	0.9%[50 µM]	.	.
CCC(=O)/C=C1\Sc2ccc(OC)cc2N1CC	15%	21%	-8%	0.4%	5	-3	-0.8%	0.0%	-7.9%	i
CCN(CC)S(=O)(=O)c1ccc2c(c1)nc(SCC(=O)NCC1CCCO1)n2CC (stereo not drawn)	4%	-1.8%	-9%	.	.	.	.	0.6%[50 µM]	.	.
CCOc1ccc(-n2c(=O)c3c4c(sc3n(CC(=O)NCc3ccco3)c2=O)CCC4)cc1	17%	-0.8%	.	-0.6%	-9	1	-0.9%	0.4%	-7.4%	i
COc1ccccc1CNS(=O)(=O)c1c(C)[nH]c(C)c1C(=O)N1CCCCC1	2%	3.8%	-3%	-0.1%	.	.	.	0.3%	.	.

This is a random part of the collection (roughly 2.2% active in at least one column).
